Screens from PubChem BioAssay.
Cneo AK release: causes C. neoformans cell lysis. adenylate kinase release luminescence, 4 h; normalised: neutral wells 0, clomiphene wells 100. lysis activity, % at 15 µM. hit rate 0.2% among 360,000. AID 651654;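 active = mean lysis activity across replicates of at least 80%, whatever share of replicates individually reach that level; inactive = mean lysis activity below 80%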
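Material: C. neoformans cells | Amount: Yeast cell density of 5 × 10^6 cells/mL | Medium: Fresh YPD growth medium | Dosing: Single dose | Times: Static 4 h at 37 °C with compound, 1 h detection | Detection: AK luminescence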
GSIS activator: GLuc luminescence reporter in INS-1E cells, primary screen for activators of glucose-dependent secretion of insulin | INS-1E GLuc reporter insulin secretion, 2-3 h | activation, % at 16.6 µM | hit rate 0.61% among 370,000 | AID 743287;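 active = lowest replicate activation of at least 40%, so every replicate reaches that level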;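 also: 0% = median of neutral control wells and 100% = median of IBMX positive control wells; some compounds called inactive have numbers as strong as hits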
miR-122 sensor: miR-122 inhibition in Huh7 cells. Huh7 miR-122 Renilla luciferase sensor, 48 h; neutral wells = 0, positive control = 100. activation (reporter increase), % at 12.5 µM. hit rate 0.3% among 340,000. AID 602342;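 active = mean replicate activation score at least 90 and every replicate individually at or above 90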;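 also: higher luciferase means less miR-122 activity so hits act as miR-122 inhibitors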
CFTR F508del cor: correctors of CFTR F508del function in bronchial epithelial cells | CFBE cells, YFP halide quenching; stimulated with forskolin plus potentiator P3; % fluorescence drop versus neutral controls | activity (quench increase), % at 7.58 µM | hit rate 0.36% among 350,000 | AID 720511;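 active = mean added fluorescence quench of at least 8% versus neutral control, with both replicates also reaching 8%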;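 also: cells transiently co-express mutant CFTR-F508del with the halide-sensitive YFP; corrector assay measuring rescue of mutant channel to the surface after 24 h compound exposure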
PglD DTNB: PglD (C. jejuni) enzyme inhibition. AID 602405. purified PglD enzyme, DTNB colorimetric CoA detection. hit rate 0.098% among 360,000. inhibition, % at 12.5 µM; in the data active = inhibition above about 16%, passing the limit was not always enough; also: strong numbers were not always called active
PGC1a acetyl inh: lowers PGC1a acetylation signal in U2OS cells | AlphaScreen anti-acetyl-lysine; with virally co-expressed GCN5 acetyltransferase | hit rate 0.17% among 350,000 | AID 651687 | inhibition, % at 15.6 µM;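 active = every replicate shows inhibition of at least 40%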;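 also: 0% = neutral control wells and 100% = positive control wells; some results beyond the cut were filed as inactive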
FN deposit inh: fibronectin deposition inhibition; AID 743247; hit rate 0.086% among 350,000; inhibition, % at 12.6 µM; AH1F fibroblasts, Alexa488-fibronectin deposition fluorescence, overnight;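 active = mean inhibition across replicates of 30% or more, regardless of how many single replicates reach that level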;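 also: positive control wells lacked labelled fibronectin entirely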
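test system = AH1F fibroblasts assembling fluorescent fibronectin matrix | quantity = 10000 AH1F cells per well | buffer or medium = DMEM plus 2% serum, read in PBS | doses = single dose, pinned | incubation = 1 h cell attachment, overnight exposure to compound and label | detection = fluorescence at 485 nm excitation, 525 nm emission | read-out basis = inhibition from reduced deposited-fibronectin fluorescence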
C2C12 statin: protects C2C12 myotubes from simvastatin toxicity; ATP luminescence, 48 h; scaled: DMSO 0, geranylgeraniol control 100; rescue of ATP level, % at 7.49 µM; hit rate 0.78% among 330,000;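 active = mean ATP rescue above about 67%, or every replicate alone reaching that limit, limit read from the data, passing the limit was not always enough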;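 also: myotubes were challenged with 10 µM simvastatin during compound exposure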
* = called active by the depositor; nt = no result given; & = joins results of further samples; [ ] = dose if it differs, or a comment.

Values in the order – PglD DTNB	Cneo AK release	miR-122 sensor	C2C12 statin	CFTR F508del cor	FN deposit inh	PGC1a acetyl inh	GSIS activator
- CC(=O)N(C)C[C@@H]1Oc2cc(-c3ccccc3F)ccc2S(=O)(=O)N([C@H](C)CO)C[C@@H]1C
 : 3	-3	1[16.7 µM]	6	-2.5	-1	14	20
- O=C(Nc1ccc(F)c(F)c1)c1ccc2c(c1)OCO2
 : 2	-1	5	-15	nt	nt	17	nt
- COc1ccccc1-c1ccc([C@H]2[C@H](C#N)N(C(=O)C3CCC3)[C@H]2CO)cc1
 : 2	61	nt	12	-0.5	6	3	2
- COc1ccccc1NC(=O)Cn1nnc(C(=O)NCc2cccs2)c1N
 : 4	0	37	-40	4.1	-5	-2	nt
- O=C(c1ccc([N+](=O)[O-])cc1)N(Cc1ccc(Cl)cc1)N1C(=O)CCCC1=O
 : 18	0	-2	4	nt	6	12	14
- CCN(C(=O)CSc1nnc2nc(C)cc(C)n12)c1ccccc1
 : nt	nt	nt	nt	-0.9	2	-2	0
- C=CCn1c(-c2cccc(S(=O)(=O)N(CC)CC)c2)n[nH]c1=S
 : -5	-1	nt	8	1.9	5	6	13
- COc1ccc(CCC(=O)NNC(=O)Nc2ccc(OC)c(OC)c2)cc1
 : 0	3	-1	2	0.4	0	-4	4
- COc1ccc(-n2nc(C(=O)NCC(=O)Nc3cc(Cl)c(OC)cc3OC)c3ccccc3c2=O)cc1
 : 1	-2	nt	-16	-0.2	6	nt	9
- COc1cc(-c2c(-c3ccc4c(c3)OCO4)noc2-c2ccsc2)ccc1F
 : -2	1	-3	28	0.3	5	-9	-8
- CC1(C(=O)NS(=O)(=O)c2cccc(Cl)c2)CCN1C(=O)Cc1cccs1 (stereo unspecified)
 : 3	0	-8	0	0.4	1	1	9
- CCCC(O)C#Cc1cnc2c(c1)C(=O)N([C@H](C)CO)C[C@H](C)[C@H](CN(C)C)O2 (stereo partly specified)
 : 1	2	11[16.7 µM]	nt	-1.8	nt	5	12
- Cc1ccc(-c2noc(C3CCCN(C(=O)c4cccc([N+](=O)[O-])c4)C3)n2)o1 (stereo unspecified)
 : -4	4	nt	-10	2.0	1	nt	-2
- NC(CC(=O)OC1CCCCC1)C(=O)OC1CCCCC1 (stereo unspecified)
 : -4	2	-6	-8	nt	nt	-1	nt
- Cc1ccc(CCN2CC(C(=O)NCCN(C)C)CC2=O)cc1 (stereo unspecified)
 : 5	0	nt	-4	nt	-13	9	10
- Cc1ccc(N2CC(C(=O)Nc3ccccc3OC(F)F)CC2=O)cc1 (stereo unspecified)
 : 1	0	8	8	3.1	-2	-7	-9
- COC(=O)c1ccccc1NC(=S)N1CCN(c2ccccc2)CC1
 : 8	1	3	-2	2.1	4	-6	13
- C[C@H](CO)N1C[C@H](C)[C@@H](CN(C)Cc2cccc(C(F)(F)F)c2)OCc2cnnn2CCCC1=O
 : -2&0	-1&0	-2	3&-8&12	0.1&-3.4&0.2	5&-1	-4&10&8	8&6
- CC(C)NC(=O)Nc1cccc2c1O[C@H](CN(C)Cc1ccc(-c3ccccc3)cc1)[C@@H](C)CN([C@H](C)CO)C2=O
 : 0	-3	9[16.7 µM]	59	3.1	nt	-20	-16
- CCOC(=O)c1ccccc1NC(=O)COC(=O)CSc1ccccc1
 : nt	nt	-10	6	-0.1	-14	6	16
- CCCCC(=O)Nc1ccc(NC(=O)c2ccco2)cn1
 : 1	3	-5	-7	-1.6	0	11	0
- Cc1noc(C)c1NC(=O)Nc1ccc2c(c1)C(=O)N([C@@H](C)CO)C[C@H](C)[C@H](CN(C)S(=O)(=O)c1cccs1)OCCCC[C@@H](C)O2
 : -3	1	6[16.7 µM]	52	0.6	-6	nt	-3
- CC1(C)N=C(N)N=C(N)N1c1ccc(CCCCc2ccccc2)cc1
 : 5	21	nt	nt	0.5	-3	nt	-28
- COc1ccc2[nH]c3c(c2c1)CCN1C(=O)N([C@@H](C)C(=O)NC2CC2)C(=O)[C@]31C
 : -1	2	0	7	2.9	nt	-6	9
- O=C(CC(=O)NCc1ccccc1)NCc1ccccc1
 : -3	-3	-6	-37	0.2	-2	20	0
- CC(C)(C)CN1C(=O)C(=O)NC[C@@H]1Cc1ccc(O)cc1
 : 1	-4	-16	13	-1.5	-10	nt	6
- CCCC#Cc1ccc([C@@H]2[C@@H](CO)N3C(=O)CN(C(=O)Nc4cccc(F)c4)C[C@@H]23)cc1
 : nt	nt	nt	nt	1.3	-9	-18	-7
- O=C1CCC(C(=O)N2CCCCO2)CN1CCc1ccccc1 (stereo unspecified)
 : 2	-2	-7	-6	0.4	0	-3	7
- CCCCn1nnnc1C(c1ccccc1OC(F)(F)F)N1CCN(C/C=C/c2ccccc2)CC1 (stereo unspecified)
 : -4	0	-8	5	3.1	17	3	-7
- CCOC(=O)N1CCN(CC(=O)c2ccc(O)c(C)c2O)CC1
 : 4	1	0	21	-1.4	1	-4	21
- c1ccc(SCc2nc3ccccc3[nH]2)nc1
 : 5	0	0	6	nt	nt	-5	nt
- C[C@@H]1CN([C@H](C)CO)C(=O)c2cc(-c3cncnc3)cnc2O[C@H]1CN(C)C(=O)Nc1ccc2c(c1)OCO2
 : -1	2	10[16.7 µM]	4	-2.2	nt	6	17
- CO[C@H](CN(C)C(=O)c1cnccn1)[C@H](C)CN([C@H](C)CO)S(=O)(=O)c1ccc(C)cc1
 : 1	11	nt	7	-1.2	-10	3	-2
- Cc1cc(Nc2cccc(C(=O)O)c2)n2ncnc2n1
 : 4	-5	0	-1	2.8	3	15	10
- CNC(=S)N(Cc1ccc(Cl)cc1)Cc1cccs1
 : 10	0	-1	nt	2.2	10	-21	-1
- C[C@H](CO)N1C[C@H](C)[C@@H](CN(C)Cc2ccncc2)Oc2c(NC(=O)C3CCOCC3)cccc2C1=O
 : -1	-3	-3[16.7 µM]	-23	4.8	-7	5	8
- O=C(N/C=N/O)C(c1ccccc1)c1ncc(C(F)(F)F)cc1Cl (stereo unspecified)
 : -4	0	-1	4	1.3	-5	-9	5
- CCCNC(=O)C[C@@H]1CC[C@@H]2[C@@H](COc3ccc(NC(=O)c4ccc(C(F)(F)F)cc4)cc3C(=O)N2C)O1
 : nt	nt	-32[16.7 µM]	10	0.6	-1	9	-13
- CC(NS(=O)(=O)c1ccccc1)C(=O)NC1CCCC1 (stereo unspecified)
 : -1	5	-3	-2	0.8	-1	nt	6
- CN(c1ccc(C(=O)Nc2ccccc2C(=O)N2CCOCC2)cc1)S(C)(=O)=O
 : 1	1	4	-1	nt	nt	2	nt
- CN(C)c1cccc(C(=O)OCCNC(=O)c2cccc(S(=O)(=O)N3CCOCC3)c2)c1
 : -4	-1	-6	14	1.2	-3	-11	6
- CCC(C)(NC(=O)c1ccc2c(c1)OCO2)C(=O)NC1CCCCC1 (stereo unspecified)
 : 0	0	-6	-2	-1.6	7	nt	18
- O=C(CN1CCN(Cc2ccccc2)CC1)Nc1cccc(Br)c1
 : 5	1	-7	-6	0.0	-4	0	-14
- CC1=NN(C(N)=S)C(=O)C1N=Nc1cccc([N+](=O)[O-])c1 (stereo unspecified)
 : -10	0	5	-31	-1.6	-21	6	27
- Cc1cc(N2CCOCC2)cc(C)[n+]1[O-]
 : -1	-1	-15	-2	nt	11	nt	nt
- Cc1nnc(OCc2nc3ccccc3n2C)c2ccccc12
 : -13	1	5	nt	nt	nt	-6	nt
- CCNC(=O)CC1C(=O)N(c2ccc(OC)cc2)C(=O)N1Cc1ccc(OC)cc1 (stereo unspecified)
 : 0	-2	1	nt	nt	0	19	6
- Cc1ccc(C2(C)NC(=O)N(CC(=O)N3c4ccccc4NC(=O)CC3C)C2=O)cc1 (stereo unspecified)
 : 5	1	nt	-4	3.2	6	-6	-3
- COc1cccc(C(=O)N2CCCN(C)CC2)c1OC
 : 6	1	1	3	0.9	-4	-7	-7
- CCn1c(CCNC(=O)c2ccc(C)cc2)nnc1SCc1ccc(Cl)c(Cl)c1
 : -11	5	-11	nt	nt	9	-4	-27
- CCC(C)(C)n1nnnc1C(c1ccc(N(C)C)cc1)N1CCN(C2CCCCC2)CC1 (stereo unspecified)
 : 1	-2	-2	nt	nt	nt	-2	nt
- O=S(=O)(/N=C(/Nc1nc2ccccc2s1)c1ccccc1)c1ccc(F)cc1
 : 4	-5	7	19	-1.3	nt	13	-30
- Cc1ccc(/C=C2/SC(=O)N(CC(=O)N3CCOCC3)C2=O)s1
 : 4	2	-5	-6	1.3	11	-1	1
- CCOC(=O)c1c(NC(=O)CSc2n[nH]c(-c3ccco3)n2)sc(C)c1C
 : -1	-1	-4	8	nt	-8	11	0
- O=C(c1ccc(Cl)cc1)N1CCC(C(=O)N2CCN(c3ncccn3)CC2)CC1
 : 1	2	nt	-5	-2.6	0	4	0
- O=c1c2ccccc2nc2n1CCCS2
 : 5	2	-2	1	nt	nt	3	-5
- O=c1oc2ccccc2n1Cc1ccccc1F
 : 6	1	0	0	-1.8	-8	-7	0
- CCCN1CCN(CCCNC(=O)CCNC(=O)Cn2ccc3ccccc3c2=O)CC1
 : 4	0	-3	-10	nt	nt	4	21
- CC(NC(=O)C1CCN(S(=O)(=O)c2ccc(Br)s2)CC1)c1ccccc1 (stereo unspecified)
 : -3	1	nt	8	-1.4	1	nt	-11
- CC(=O)Nc1cccc(NC(=O)CSc2ncc(-c3ccccc3)[nH]2)c1
 : nt	nt	nt	nt	-1.7	6	-7	5

Quoted from the listing.
Cc1ccc(N2CC(C(=O)Nc3ccccc3OC(F)F)CC2=O)cc1 (stereo unspecified) | GSIS activator: -9
CC(NC(=O)C1CCN(S(=O)(=O)c2ccc(Br)s2)CC1)c1ccccc1 (stereo unspecified) | FN deposit inh: 1

Remaining list, next part:
Values in the order – PglD DTNB	Cneo AK release	miR-122 sensor	C2C12 statin	CFTR F508del cor	FN deposit inh	PGC1a acetyl inh	GSIS activator
- CCCN1Cc2cccc(C(=O)N3CCN(c4ccccc4)CC3)c2C1=O
 : 3	2	5	6	nt	0	-1	9
- CC(C)NC(=O)N(C)C[C@@H]1Oc2ncc(C#CC(C)(C)O)cc2C(=O)N([C@H](C)CO)C[C@@H]1C
 : -2	-2	-3[16.7 µM]	3	0.4	-13	-11	5
- CCOc1ccc2nc(SCc3ccccc3C#N)sc2c1
 : -4	-1	0	9	nt	-5	-3	-11
- O=C(N/N=C/c1ccsc1)c1ccccn1
 : 5	-2	-7	4	-0.7	3	5	5
- Cc1cc(SCC(=O)OCC(=O)N2CCCC2=O)c(C)cc1Br
 : 2	4	-1	3	-2.4	5	11	3
- O=C(C[C@H]1C=C[C@H](NC(=O)c2cccc(F)c2)[C@H](CO)O1)NCc1ccccc1
 : 0	-3	6[16.7 µM]	4	1.2	-3	5	-11
- CCOc1ccc(NC(=O)C2CCCN2C(=O)NC2CCCCC2)cc1 (stereo unspecified)
 : 2	5	nt	16	-0.8	2	nt	29
- COc1ccc(C[C@H]2CN3C(=NC[C@@H]3C(C)C)N2C[C@H](C)NC(=O)c2ccc(C)c(Br)c2)cc1
 : 0	0	5	-21	-0.2	0	1	nt
- Cc1ccc(Nc2nnc(SCC(=O)NCC3CCCO3)s2)cc1 (stereo unspecified)
 : -4	-1	nt	4	-3.4	-6	nt	-4
- CCOC(=O)c1sc2nc3c(cc2c1N)COC(C(C)C)C3 (stereo unspecified)
 : 0	1	-4	nt	nt	3	4	nt
